# Screens: PubChem, National Center for Advancing Translational Sciences (NCATS)
# AMA1 RON2 block – disrupts binding of P. falciparum AMA1 to RON2. Potency, µM (highest dose often 58.2 µM), without a hit: at the top dose activity change, negative = inhibition, hits mostly inhibitors. 360,000 tested, 0.2% active. AlphaScreen AMA1-biotinylated RON2 peptide binding;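 also: 0% = vehicle wells and -100% = peptide control; nearly all actives have a fitted effect of over 45% in size; some results filed as inactive show a strong effect at the top dose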
#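 AMA1 (3D7) with his tag at 25 nM final met compounds first, then biotinylated RON2 peptide at 25 nM; detection used donor plus acceptor beads, 10 µg/mL apiece, read by AlphaScreen after 30 min at room temperature.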
# TbPYK inhibitor – T. brucei pyruvate kinase inhibition. Q57TT1. TbPYK enzyme, Kinase-Glo Plus ATP luminescence, 45 min. Potency, µM (top dose mostly 76.8 µM), inactives show top-dose activity, negative = inhibition, hits mostly inhibitors. 410,000 tested, 0.12% active. AID 624173; also: nearly all actives have a fitted effect of over 50% in size
#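 Luminescent Kinase-Glo Plus end-point after 45 min room-temperature reaction of T. brucei pyruvate kinase started with 130 uM ADP (final). Buffer TEA 50 mM pH 7.2 with KCl, MgCl2, BSA, Tween-20; titration-based qHTS with fitted concentration-effect curves.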
# An asterisk follows results filed as active; ? = inconclusive; [ ] = another dose, or the depositor's remark. Calls follow the shape of the dose curve; as a rule, active = well fitted curve in the direction sought with a large enough effect; inconclusive = small, poorly fitted or top-dose-only effect, or another doubt; inactive = no such curve, though single readings can be large; an effect the other way counts as inactive or inconclusive. Unless noted, % is scaled to controls: 0 for no effect and ±100 for the full control effect; potency is read from the fitted curve at half-maximal effect. Not all compounds are listed; the hit share may differ from the screen's.
SMILES,AMA1 RON2 block,TbPYK inhibitor
CC(C(=O)N1CCCCC1)N(C)CC(=O)Nc1ccc(F)c(F)c1F (stereo not given),13.5%,-13.4%
O=C(NCc1cccnc1)c1cc(C2CCCN(C(=O)c3ccc4c(c3)CCO4)C2)on1 (stereo not given),-8.0%,5.0%
CCN1C(=O)[C@H]2[C@@H](c3ccc(-c4cc(C(C)=O)cs4)cc3)N[C@@](Cc3ccccc3)(C(=O)OC)[C@H]2C1=O,-0.5%,7.5%
COC(=O)c1ccc(CNC(=O)c2ccccc2C(=O)NCC2(CBr)OCCO2)cc1,-0.4%,2.1%
CC(C)C(C)(C#N)NC(=O)COC(=O)C1CCN(S(=O)(=O)c2ccc3c(c2)OCCO3)CC1 (stereo not given),15.7%,2.4%
Cc1cc(C)nc(NC(N)=NCCc2ccccc2)n1,49.0%[activator],-2.7%
CCc1ccc([C@@H]2CC(=O)[C@@H]3CN(S(=O)(=O)c4ccccc4)[C@H](c4ccc(OC)cc4)C[C@@H]3N2S(=O)(=O)c2ccc(C)cc2)cc1,0.0%,6.2%
COc1ccc(NC(=O)COC(=O)C2CCN(S(=O)(=O)c3cccs3)CC2)cc1OC,-1.9%,1.0%
CCN1C(=O)[C@H]2[C@@H](c3ccc(C(F)(F)F)cc3)N[C@]3(CCCN(Cc4ccc(F)cc4)C3=O)[C@H]2C1=O,4.0%,-2.6%
COc1ccc(NC(=O)N(C)[C@H]2C[C@H]3c4[nH]c5ccc(-c6ccc(OC)cc6)cc5c4CCN3C(=O)[C@H]2[C@H](C)O)cc1,-25.1%,3.8%
Nc1cc(C(=O)Nc2ccccc2F)ccc1N1CC2CC(C1)c1cccc(=O)n1C2 (stereo not given),-5.0%,6.2%
Cn1cc(-c2ccc(C(=O)NCc3cccc(Cl)c3)c3occc23)cn1,3.7%,-4.1%
CN(Cc1cccc(F)c1)C(=O)C1CC(=O)N(Cc2ccco2)C1 (stereo not given),16.6%,1.7%
CC(C)(C)c1ccc(CC(=O)N2CCC2(C)C(=O)NS(=O)(=O)Cc2ccccc2)cc1 (stereo not given),-6.0%,5.9%
Fc1cccc(CCN2CCNC[C@@H]2Cc2ccccc2)c1,-6.0%,-1.3%
COc1ccccc1N(C)S(=O)(=O)c1ccc(C(=O)NCc2ccccc2CN2CCCC2)cc1,-0.4%,2.4%
O=C(/C=C/c1cccs1)NNC(=O)c1cccc([N+](=O)[O-])c1,52.7%[activator],15.8%
Cc1nc(SCC(=O)Nc2c(C)n(C)n(-c3ccccc3)c2=O)c2cnn(-c3ccccc3)c2n1,-8.4%,22.8%
COc1ccc(NC(=O)Cc2ccc(C)c(C)c2)cc1S(=O)(=O)N1CCCCC1,10.1%,-6.1%
COc1ccc(CCNC(=O)COC(=O)/C=C/c2cccc(F)c2)cc1,6.9%,-5.1%
COc1cccc2oc(CCc3ccccc3)cc(=O)c12,1.2%,-4.7%
COc1ccc(C(=O)CN2CCN(CCN3C(=O)c4cccc5cccc(c45)C3=O)CC2)cc1,-3.8%,-16.5%
CC[C@H](C)[C@H]1CNC(=O)C(=O)N1CC1CCN(CC2CCC(C)CC2)CC1 (stereo not given in full),-13.2%,4.5%
CC(=O)N(C)c1ccc(NC(=O)Cc2cccc3ccccc23)cc1,7.5%,5.0%

# Four of the compounds above, field by field:
SMILES: COc1ccc(CCNC(=O)COC(=O)/C=C/c2cccc(F)c2)cc1
  AMA1 RON2 block: 6.9%	TbPYK inhibitor: -5.1%
SMILES: COc1cccc2oc(CCc3ccccc3)cc(=O)c12
  AMA1 RON2 block: 1.2%	TbPYK inhibitor: -4.7%
SMILES: COc1ccc(NC(=O)Cc2ccc(C)c(C)c2)cc1S(=O)(=O)N1CCCCC1
  AMA1 RON2 block: 10.1%	TbPYK inhibitor: -6.1%
SMILES: O=C(/C=C/c1cccs1)NNC(=O)c1cccc([N+](=O)[O-])c1
  AMA1 RON2 block: 52.7%[activator]	TbPYK inhibitor: 15.8%

# Next records:
SMILES,AMA1 RON2 block,TbPYK inhibitor
NC(=O)CSc1nnc(-c2ccco2)n1-c1ccc(F)cc1,0.0%,-3.4%
COc1ccc(-c2oc3c4c2C(=O)OCCOC4CCC3)cc1 (stereo not given),-13.3%,-1.2%
COc1cc(Cn2c3ccc(NC(=S)NCc4ccc(C)cc4)cc3c(=O)n2C)ccc1F,46.5%[activator],-0.9%
C=CC[C@@H](CC(=O)N[C@H](CO)Cc1ccccc1)C(=O)N[C@H](COC(=O)[C@@H](CC=C)Cc1ccc(F)cc1)Cc1ccccc1,1.8%,2.8%
COC(=O)C1CC2=C(CC(C)(C)CC2=O)N(c2ccccc2)C1=O (stereo not given),4.4%,-4.6%
O=C1c2ccccc2S(=O)(=O)c2cc(N3CCC(C(=O)N4CCCCC4)CC3)ccc21,19.6%,-6.0%
Cc1cc(NCCCCCCCNc2cc(C)nc3cc([N+](=O)[O-])ccc23)c2ccc([N+](=O)[O-])cc2n1,?,-2.1%
c1ccc(CN2CCC(CNc3ncnc4ccccc34)C2)cc1 (stereo not given),-2.0%,-1.9%
CCNC(=O)C1CCCN(C(=O)c2ccc(C)c(F)c2)CC1 (stereo not given),-1.2%,3.6%
Cc1cccc(OCCC(=O)Nc2ccc(C)c(S(=O)(=O)N3CCOCC3)c2)c1,11.7%,6.9%
COc1ccc(C(C#N)=Cc2ccccc2OC)cc1,100.5%[activator],0.9%
OC[C@@H]1CN(Cc2ccc3c(c2)OCO3)C[C@H](n2cnc3c(N4CCCC4)ncnc32)O1,3.3%,4.8%
CN(C(=O)COC(=O)c1ccc(S(=O)(=O)N2CCOCC2)cc1)c1ccccc1,17.2%,-0.9%
CC(CC(=O)c1ccccc1)=NCC(O)CN=C(C)CC(=O)c1ccccc1 (stereo not given),45.6%[activator],-6.1%
CCN(CC)S(=O)(=O)c1ccc(OC)c(NC(=O)CSCc2c(C)noc2C)c1,-17.6%,5.4%
Cn1c(=O)c2[nH]c(Cc3cccc(O)c3)nc2n(C)c1=O,?,4.4%
O=C(OCC(=O)N1CCOCC1)c1ccccc1OCc1ccc(Cl)cc1,-6.6%,2.1%
C[C@@]12C(=O)N(c3ccc(Br)cc3)C(=O)N1[C@@H]1c3ccccc3OC[C@@H]1[C@H]2c1ccccc1,-3.8%,-3.0%
COCOCCn1cc(CN2CCS(=O)(=O)N(Cc3ccc(-c4ccc(OC)nc4)cc3)C(C)C2=O)nn1 (stereo not given),6.3%,3.1%
Cc1nc(N/N=C/c2cccc([N+](=O)[O-])c2)cc(N2CCCCC2)n1,17.4%,3.2%
Cc1noc(C)c1S(=O)(=O)N(C)C[C@H]1Oc2ccc(NC(=O)Cn3cnnn3)cc2C(=O)N([C@H](C)CO)C[C@@H]1C,-17.6%,4.5%
O=C(COC(=O)c1ccc(F)cc1)NCC1COc2ccccc2O1 (stereo not given),10.0%,-17.3%
CC1(C)CCCN1CCC(C(N)=O)(c1ccccc1)c1ccccc1,-9.8%,-7.8%
COc1cccc(C#Cc2ccc3c(c2)O[C@@H](CN(C)C(=O)c2ccccn2)[C@@H](C)CN([C@H](C)CO)S3(=O)=O)c1,-1.3%,-8.3%
C[C@@H]1ON(C)[C@H]2C[C@H]3c4cc(N5CCN(C)CC5)ccc4CCN3C(=O)[C@@H]12,14.9%,-0.5%
Cc1cn([C@H]2C[C@H](O)[C@@H](CCC(=O)NCCc3c[nH]c4ccccc34)O2)c(=O)[nH]c1=O,-13.9%,0.5%
Cc1ccc(Cl)cc1NC(=O)COC(=O)CCN1C(=O)C2CC=CCC2C1=O (stereo not given),-18.2%,-4.9%
C[C@@H]1CN([C@H](C)CO)C(=O)CCCn2nncc2CO[C@@H]1CN(C)C(=O)C1CC1,5.3%,4.0%
O=C(Nc1ccc(Nc2ccccc2)cc1)c1c(Cl)cccc1Cl,-18.3%,-11.3%
CC1(C(=O)NS(=O)(=O)c2cccs2)CCN1C(=O)C1(c2ccc(Cl)cc2)CCC1 (stereo not given),-5.5%,-4.7%
Nc1c(C(=O)CSc2nnnn2-c2ccccc2)c(=O)[nH]c(=O)n1C1CC1,-12.1%,-6.4%
COc1ccc(OCCn2c(C)nc3ccccc32)cc1,13.9%,-4.0%
CCCNC(=O)C1(C)CCCN(C(=O)c2ccccc2OC)C1 (stereo not given),2.8%,-12.3%
COc1cc(NC(=O)C[n+]2ccc(C(=O)c3ccccc3)cc2)cc(OC)c1,-2.2%,-3.3%
CN(C(=O)c1cccc(NC(=O)Cc2ccc(NC(=O)C3CCCN(C(=O)C4CCC4)C3)cc2)c1)C1CCCCC1 (stereo not given),-4.8%,2.0%
COc1ccc(-c2nc3c4ccccc4ccn3c2Cc2cccc(Cl)c2)cc1OC,-20.1%,-1.8%
NC(Cc1ccc(Cl)cc1)c1csc(Nc2ccc(S(N)(=O)=O)cc2)n1 (stereo not given),54.1%[activator],-1.1%
COc1ccccc1CC(=O)OCC(=O)N1CCN(c2ccc(F)cc2)CC1,-5.6%,-8.2%
CC(C)(O)[C@@H]1CC[C@@](C)(C2CC[C@]3(C)C2[C@H](O)CC2[C@@]4(C)CC[C@H](O)C(C)(C)C4[C@@H](O[C@H]4O[C@@H](CO)[C@H](O)[C@@H](O)[C@@H]4O[C@@H]4O[C@H](CO)[C@@H](O)[C@H](O)[C@H]4O)C[C@]23C)O1 (stereo in doubt),-1.0%,1.8%
COC(=O)[C@H](NC(=O)c1cc(-c2ccccc2)nc2ccccc12)c1ccccc1,-5.1%,4.7%
O=C(Nc1ccc(F)c(Cl)c1)C1CCCC1,10.7%,-7.0%
COc1ncnc2c1ncn2CCCNCc1ccccc1,5.1%,-3.1%
CC(=O)Oc1cc(C(=O)OCC(=O)NC23CC4CC(CC(C4)C2)C3)cc(OC(C)=O)c1OC(C)=O,20µM*,-15.0%
COc1cc2c(c(OC)c1OC)-c1ccc(O)c(=O)cc1[C@@H](NC(C)=O)CC2,87.4%[activator],3.1%
O=S(=O)(c1ccc(Br)cc1Cl)N1CCCN(c2ccc(C(F)(F)F)cn2)CC1,-5.0%,3.1%
O=C(NCC(F)(F)F)c1cc2c(c(-c3cccc(-c4ccccc4F)c3)n1)[C@@H](CCO)N(C(=O)CC1CC1)C2,41.7%[activator],-6.4%
COc1ccc(CNC(=O)CC2C[C@H](C(=O)N3CCOCC3)[C@@]3(CCC4CCCC4)c4[nH]c5ccccc5c4CCN3C2=O)cc1OC (stereo not given in full),2.9%,-2.1%
CCOCCCNC(=O)C1CCN(S(=O)(=O)c2c(C)noc2/C=C\c2ccc(OC)cc2)CC1,7.4%,-4.3%
CCCc1c(C(=O)N/N=C/c2ccc3c(c2)OCO3)nnn1-c1nonc1N,-1.8%,6.1%
C=CCC[C@@H](Cc1ccc(F)cc1)C(=O)OC[C@@H](Cc1ccccc1)NC(=O)[C@H](CC=C)CC(=O)NCCO,12.5%,0.5%
COc1ccc(S(=O)(=O)N2CCC[C@H]2C(=O)N2CCC[C@H]2C(=O)NCc2ccc(F)cc2F)cc1C,-3.0%,3.6%
COc1ccc(CCC(=O)Nc2c(-c3ccc(N(C)C)cc3)[nH][nH]c2=O)cc1,5.2%,-14.1%
O=C(OCC(=O)c1c[nH]c2ccccc12)c1cncc(Br)c1,3.2%,2.6%
Cc1ccc([C@@H]2C[C@H]3[C@@H](CN2S(=O)(=O)c2ccc(Cl)cc2)C(=O)C[C@@H](c2cccc4ccccc24)N3S(=O)(=O)c2ccc(C)cc2)cc1,2.1%,3.4%
CSCC[C@@H](CO)NC(=O)[C@H]1O[C@@H](n2ccc(N)nc2=O)[C@H](O)[C@@H]1O,4.6%,3.6%
CC1CC(C)CN(c2nc3c(c(=O)n(C)c(=O)n3C)n2CCSc2nc3ccccc3o2)C1 (stereo not given),-6.3%,-6.8%
COc1ccccc1-c1csc(C(C)(O)c2cccc(F)c2)n1 (stereo not given),10.8%,6.6%
NC(c1ccc(F)c(F)c1)c1nc(-c2ccc3ccccc3c2)cs1 (stereo not given),3.0%,-2.8%
C[C@@H]1CN([C@H](C)CO)C(=O)CCCn2nncc2CO[C@@H]1CN(C)S(=O)(=O)c1cccs1,7.8%,3.4%
COc1ccc(Cl)cc1NC(=O)NNC(=O)C(=O)Nc1ccc(F)cc1,61.8%[activator],-9.8%
# Continued:
SMILES,AMA1 RON2 block,TbPYK inhibitor
CCCS(=O)(=O)NC(=O)C1(C)CCCN(C(=O)c2c(-c3ccccc3)noc2C)C1 (stereo not given),9.4%,6.3%
C=CCC[C@@H](Cc1ccc(F)cc1)C(=O)OC[C@@H](NC(=O)[C@@H](CC=C)CC(=O)N[C@@H](CO)Cc1ccccc1)C(C)(C)C,0.2%,2.8%
CN(C)CCC(C(=O)c1ccccc1)c1ccccn1 (stereo not given),21.3%,-2.4%
COC[C@@H]1CCCN1c1ccc2c(c1)O[C@H](COCc1ccccc1)CN([C@H](C)c1ccccc1)S2(=O)=O,-10.9%,2.0%
COc1ccc(/C=C/C(=O)OCC(=O)NCCCc2ccccc2)cc1OC,-11.1%,-7.6%
COc1ccc(C(=O)NNC(=S)NC(=O)c2cccc([N+](=O)[O-])c2)cc1,107.2%[activator],-19.6%
O=C(CCNC(=O)c1ccco1)NNC(=O)c1ccc(Br)cc1,17.8%,?
